Compound activity deposited in PubChem by several laboratories.
Bcl-XL Bim block: disrupts Bim peptide binding to human Bcl-XL. Q07817. bead flow cytometry, fluorescence. inhibition, % at 10 µM. hit rate 0.04% among 190,000. AID 1007
Target sequence (Q07817 whole entry, looked up): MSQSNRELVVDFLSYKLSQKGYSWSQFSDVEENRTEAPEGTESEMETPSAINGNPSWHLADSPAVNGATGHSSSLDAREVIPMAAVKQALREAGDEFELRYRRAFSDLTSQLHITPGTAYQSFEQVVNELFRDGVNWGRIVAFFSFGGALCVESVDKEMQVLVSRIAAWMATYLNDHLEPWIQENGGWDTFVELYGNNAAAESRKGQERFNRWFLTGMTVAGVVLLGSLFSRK
Bim-Bfl-1: disrupts Bim binding to human Bfl-1; inhibition, % at 10 µM; AID 1008; hit rate 0.12% among 190,000; Bead-based flow cytometry, Bim-Bfl-1 binding inhibition;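 further: 0% = wells without compound plus tracer and 100% = blocker peptide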
RGS8-Gao reg: human RGS8-Galphao interaction regulation | P09471 | multiplexed bead flow cytometry, RGS8-Galphao binding; actives lie on both sides | response (percent of control binding), % at 10 µM | hit rate 0.34% among 220,000 | AID 1423; in the data active means response below about 60% or above about 140%; inactive means in between;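 further: Galphao activated as the GDP aluminium fluoride complex binding bead-coupled RGS8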
Mcl-1 Bim block: inhibitors of Bim-Mcl-1 interaction, human; Bead-based flow cytometry, Bim peptide-Mcl-1 binding; inhibition, % at 10 µM; AID 1009; hit rate 0.1% among 190,000; Q07820;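 further: 0% = no compound tracer wells and 100% = peptide blocker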
Bim-Bcl-B: human Bim-Bcl-B interaction inhibition | Q9HD36 | bead-based flow cytometry, Bim peptide-Bcl-B binding | inhibition, % at 10 µM | hit rate 0.073% among 190,000 | AID 951;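 further: 0% = tracer peptide without compound and 100% = reference inhibitor peptide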
Mcl1 Noxa PPI: disrupts binding of human Mcl-1 to Noxa peptide; Q07820; TR-FRET Mcl-1/Noxa peptide binding, 2 h; inhibition, % at 21.7 µM; hit rate 1.5% among 220,000; AID 1022;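 active means compounds that cut the protein-peptide binding signal by more than 50% relative to plate controls in a single-dose test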;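 further: His-tagged Mcl-1 with rhodamine Noxa BH3 peptide and terbium anti-His antibody; 0% = Mcl-1 plus Noxa peptide wells and 100% = peptide-only wells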
Bcl-W Bim block: inhibitors of Bim-Bcl-W interaction, human | Q92843 | bead-based flow cytometry, Bim peptide-Bcl-W binding | inhibition, % at 10 µM | hit rate 0.02% among 190,000;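 further: 0% = bound tracer without compound and 100% = peptide blocker; higher means less fluorescent Bim peptide bound to Bcl-W beads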
Target sequence (Q92843 whole entry, looked up): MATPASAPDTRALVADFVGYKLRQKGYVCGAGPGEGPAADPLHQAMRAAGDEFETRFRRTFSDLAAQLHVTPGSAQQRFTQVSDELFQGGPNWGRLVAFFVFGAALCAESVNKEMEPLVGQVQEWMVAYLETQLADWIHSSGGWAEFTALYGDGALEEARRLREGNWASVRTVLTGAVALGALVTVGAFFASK
RGS4-Gao reg: human RGS4-Galphao interaction regulation; binding response (% of control), % at 10 µM; Multiplexed bead flow cytometry, RGS4-Galphao binding; actives lie on both sides; P09471; hit rate 0.33% among 220,000; AID 1415; in the data active means binding response below about 49% or above about 150%; inactive means in between;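 further: fluorescent Galphao activated with aluminum fluoride binding bead-coupled RGS4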
RGS7-Gao reg: human RGS7-Galphao interaction regulation. P09471. Multiplexed bead flow cytometry, RGS7-Galphao binding; actives lie on both sides. binding response (% of control), % at 10 µM. hit rate 0.35% among 220,000. AID 1439; in the data active means binding response below about 49% or above about 150%; inconclusive means no clear call, values can overlap the other calls; inactive means in between;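 further: fluorescent Galphao held in activated GDP-AlF4 state binding bead-coupled RGS7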
Bcl-2 Bim block: human Bim-Bcl-2 interaction inhibition; P10415; Bead-based flow cytometry, Bim peptide-Bcl-2 binding; inhibition, % at 10 µM; hit rate 0.06% among 190,000; AID 950; in the data active means inhibition above about 40%; inconclusive means no clear call, values can overlap the other calls;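 further: 0% = no compound wells with probe peptide and 100% = reference peptide inhibitor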
Target sequence (P10415 whole entry, looked up): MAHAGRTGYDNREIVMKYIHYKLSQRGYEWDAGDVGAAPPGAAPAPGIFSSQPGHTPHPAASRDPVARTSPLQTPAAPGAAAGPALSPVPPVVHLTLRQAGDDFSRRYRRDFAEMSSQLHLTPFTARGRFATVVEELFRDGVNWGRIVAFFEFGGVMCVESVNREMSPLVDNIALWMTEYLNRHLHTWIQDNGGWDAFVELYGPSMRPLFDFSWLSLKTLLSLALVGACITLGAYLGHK
Mcl1 Bid PPI: Mcl-1/Bid interaction inhibition | hit rate 0.97% among 220,000 | Q07820 | inhibition, % at 21.7 µM | TR-FRET Mcl-1/Bid-Dy647 peptide binding, 1536-well | AID 1021;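 active means compounds that cut the binding signal by more than half at the single screening dose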;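 further: His-tagged Mcl-1 with europium anti-His antibody binding Bid BH3 peptide; 0% = Mcl-1 plus peptide wells and 100% = peptide-only wells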
* = called active by the depositor; u = inconclusive; x = not tested or not shown. Unless noted, no stated cut-off is given here; in the data, active means inhibition above about 40%.

Field names – A = Bcl-XL Bim block; B = Bim-Bfl-1; C = RGS8-Gao reg; D = Mcl-1 Bim block; E = Bim-Bcl-B; F = Mcl1 Noxa PPI; G = Bcl-W Bim block; H = RGS4-Gao reg; I = RGS7-Gao reg; J = Bcl-2 Bim block; K = Mcl1 Bid PPI
O=C1CC(c2ccc(F)cc2)CC(O)=C1C1NCCc2ccccc21 (centres undefined)
  A: -8.0; B: -15.0; C: 100.7; D: -3.0; E: -8.0; F: 7.6; G: 0.0; H: 100.1; I: 99.2; J: -4.0; K: -12.2

Cc1cc(C)n(/C(=C/N(C)C)C(=O)c2ccccc2)n1
  A: -1.0; B: -3.0; C: 100.8; D: -1.0; E: -4.0; F: -3.0; G: 0.0; H: 100.0; I: u; J: -1.0; K: -30.4

Cc1ccc(-n2ncc3c(=O)n(CC(=O)NC4CCCCC4)cnc32)cc1
  A: -6.0; B: -17.0; C: 97.3; D: -3.0; E: -8.0; F: 5.5; G: -2.0; H: 93.8; I: 94.9; J: -8.0; K: -19.5

c1ccc(COn2nnc3ccccc32)c(COn2nnc3ccccc32)c1
  A: -3.0; B: -12.0; C: 105.1; D: 0.0; E: -11.0; F: 11.1; G: 2.0; H: 103.1; I: 101.9; J: -14.0; K: -20.7

CCOC(=O)C1=C(c2ccccc2)NC(SCC(=O)Nc2ccccc2C)=C(C#N)C1c1ccco1 (centres undefined)
  A: -7.0; B: -14.0; C: 99.8; D: -4.0; E: -8.0; F: -10.0; G: 0.0; H: 92.4; I: 95.6; J: -9.0; K: -4.4

Cc1cc(Nc2cccc(Cl)c2)nc(N2CCOCC2)n1
  A: -6.0; B: -3.0; C: 105.3; D: -5.0; E: -5.0; F: -8.8; G: -2.0; H: 105.7; I: 103.3; J: -5.0; K: -46.8

O=C(CCl)N=c1sccn1Cc1cccc2ccccc12
  A: -1.0; B: -4.0; C: 104.4; D: -2.0; E: -2.0; F: 2.0; G: -2.0; H: 103.8; I: 99.8; J: -2.0; K: -7.0

COC(=O)C1=C(C)N(c2cccc(Cl)c2)C(=O)C1
  A: -5.0; B: -10.0; C: 100.5; D: -1.0; E: -8.0; F: 13.5; G: 0.0; H: 101.9; I: 98.5; J: -10.0; K: -20.5

Cn1c(SCc2cccc3ccccc23)nnc1-c1ccco1
  A: -3.0; B: -12.0; C: 100.7; D: 0.0; E: -5.0; F: 15.2; G: 2.0; H: 105.3; I: 105.5; J: -4.0; K: -4.9

O=c1c2ccccc2c(/C=N/c2n[nH]c(CCCO)n2)c(O)n1-c1ccccc1Cl
  A: -4.0; B: -8.0; C: 101.0; D: -6.0; E: -4.0; F: 14.4; G: -6.0; H: 98.4; I: 98.1; J: -2.0; K: -0.5

CCOc1ccc(NC(=O)CN(C)S(=O)(=O)c2ccc3c(c2)CCC(=O)N3)cc1
  A: x; B: x; C: 101.4; D: x; E: x; F: 0.5; G: x; H: 97.2; I: u; J: x; K: -0.6

CCOc1ncccc1C(=O)NCC1COc2ccccc2O1 (centres undefined)
  A: -3.0; B: -12.0; C: 98.7; D: 0.0; E: -7.0; F: -15.8; G: -1.0; H: 100.7; I: 101.0; J: -6.0; K: -42.3

Cn1c(/C(C#N)=C(\O)c2ccc([N+](=O)[O-])cc2)nc2ccccc21
  A: -3.0; B: -12.0; C: 105.4; D: -1.0; E: -10.0; F: 23.5; G: -2.0; H: 101.8; I: 99.1; J: -7.0; K: 23.2

N#CC1=C(N)n2c(s/c(=C\c3cccs3)c2=O)=C(C#N)C1c1cccs1 (centres undefined)
  A: -3.0; B: -3.0; C: 100.1; D: -3.0; E: -8.0; F: 39.2; G: 0.0; H: 101.8; I: 98.9; J: -5.0; K: -7.1

N#Cc1cccc(NC(=O)COC(=O)c2cccc(N3C(=O)c4ccccc4C3=O)c2)c1
  A: -11.0; B: -3.0; C: 103.4; D: -10.0; E: -12.0; F: -33.0; G: -7.0; H: 105.4; I: 97.3; J: -6.0; K: -3.2

COC(=O)c1cc2n3ccccc3c(C)c(-c3ccccc3)c-2c1C(=O)OC
  A: -2.0; B: -3.0; C: 98.8; D: -1.0; E: -6.0; F: -1.2; G: 0.0; H: 97.7; I: 100.4; J: -4.0; K: -15.5

c1ccc2c(c1)CC1(CCCCC1)n1nnnc1-2
  A: -2.0; B: 0.0; C: 103.6; D: -3.0; E: -8.0; F: -12.5; G: -2.0; H: 102.3; I: 101.8; J: 0.0; K: -4.5

CCCn1c(SCC(=O)NC)nnc1C(C)C
  A: -2.0; B: -8.0; C: 104.0; D: -1.0; E: -1.0; F: 11.8; G: 0.0; H: 101.1; I: 102.2; J: 2.0; K: -3.2

O=C(C1CC1)N1N=C(c2ccncc2)CC1(O)C(F)(F)F (centres undefined)
  A: -5.0; B: -14.0; C: 116.4; D: -4.0; E: -10.0; F: -6.1; G: -8.0; H: 104.6; I: 113.5; J: -4.0; K: -36.5

2 compounds from above, showing only Bim-Bfl-1 and Bcl-W Bim block:
molecule	Bim-Bfl-1	Bcl-W Bim block
Cn1c(SCc2cccc3ccccc23)nnc1-c1ccco1	-12.0	2.0
O=C1CC(c2ccc(F)cc2)CC(O)=C1C1NCCc2ccccc21 (centres undefined)	-15.0	0.0

Five records picked at random from those above, as already listed:
Field names – A = Bcl-XL Bim block; B = Bim-Bfl-1; C = RGS8-Gao reg; D = Mcl-1 Bim block; E = Bim-Bcl-B; F = Mcl1 Noxa PPI; G = Bcl-W Bim block; H = RGS4-Gao reg; I = RGS7-Gao reg; J = Bcl-2 Bim block; K = Mcl1 Bid PPI
O=C(C1CC1)N1N=C(c2ccncc2)CC1(O)C(F)(F)F (centres undefined)
  A: -5.0; B: -14.0; C: 116.4; D: -4.0; E: -10.0; F: -6.1; G: -8.0; H: 104.6; I: 113.5; J: -4.0; K: -36.5

Cn1c(/C(C#N)=C(\O)c2ccc([N+](=O)[O-])cc2)nc2ccccc21
  A: -3.0; B: -12.0; C: 105.4; D: -1.0; E: -10.0; F: 23.5; G: -2.0; H: 101.8; I: 99.1; J: -7.0; K: 23.2

COC(=O)C1=C(C)N(c2cccc(Cl)c2)C(=O)C1
  A: -5.0; B: -10.0; C: 100.5; D: -1.0; E: -8.0; F: 13.5; G: 0.0; H: 101.9; I: 98.5; J: -10.0; K: -20.5

CCCn1c(SCC(=O)NC)nnc1C(C)C
  A: -2.0; B: -8.0; C: 104.0; D: -1.0; E: -1.0; F: 11.8; G: 0.0; H: 101.1; I: 102.2; J: 2.0; K: -3.2

CCOc1ncccc1C(=O)NCC1COc2ccccc2O1 (centres undefined)
  A: -3.0; B: -12.0; C: 98.7; D: 0.0; E: -7.0; F: -15.8; G: -1.0; H: 100.7; I: 101.0; J: -6.0; K: -42.3
